Screens from PubChem BioAssay.
PTPN22 inh 2 = blocks human PTPN22 phosphatase activity; recombinant LYP catalytic domain, DiFMUP fluorescence; inhibition, % at 2 µM; 96,000 compounds, 0.21% hits;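 active = inhibition at 2 µM at or above a set limit, the screen mean plus 3 SD, cut at about 24% in these data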;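 note: 0% = DMSO with enzyme and 100% = enzyme fully blocked by orthovanadate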
PTPN22 act = LYP (human) phosphatase activation; AID 697; activation, % at 2 µM; 96,000 compounds, 0.11% hits; Q9Y2R2; recombinant LYP, DiFMUP fluorescence; 0 = plate median, 100 = signal doubled;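 active = activation at 2 µM above a set limit, the mean plus 5 SD, cut at about 37% in these data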
PTK2B oligo ant = antagonists of human Pyk2 oligomerization. Q14289. Q293 cells, Pyk2 FERM NanoBiT luminescence; stronger effect = lower value. z-score (the deposit names both 25 µM and 10 µM). 99,000 compounds, 0.83% hits. AID 1347419;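 active = Z-score of -3 or lower, scaled per plate to the spread of control and sample wells; inactive = z-score above -3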;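 note: negative z-score means lost luminescence so less FERM oligomerization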
Ecoli WT expand = E. coli BW25113 growth inhibition, expanded screen | OD600 absorbance | 98,000 compounds, 0.15% hits | AID 710 | growth inhibition, % at 100 µM;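 active = growth inhibition above about 50% at one test dose, limit read from the data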;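 note: growth measured after 20 h incubation at 37 °C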
PostGolgi yeast = growth inhibition of a yeast mutant, post-Golgi transport screen | post-Golgi transport phenotypic cell assay | inhibition, % at 10 µM | 98,000 compounds, 0.9% hits;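 note: yeast cells grown in 1536-well plates; yeast grown about 18 h at 30C before absorbance read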
CYP2C9 inh = human CYP2C9 inhibition | P11712 | CYP2C9 Supersomes, luciferin-H conversion, luminescence | inhibition, % at 5 µM | 96,000 compounds, 20% hits | AID 777;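 active = blocking of liver enzyme CYP2C9 beyond about 50% at 5 µM, limit read from the data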; note: values of inactives mirror those of a sister screen read the other way
Target sequence (P11712 whole entry, looked up): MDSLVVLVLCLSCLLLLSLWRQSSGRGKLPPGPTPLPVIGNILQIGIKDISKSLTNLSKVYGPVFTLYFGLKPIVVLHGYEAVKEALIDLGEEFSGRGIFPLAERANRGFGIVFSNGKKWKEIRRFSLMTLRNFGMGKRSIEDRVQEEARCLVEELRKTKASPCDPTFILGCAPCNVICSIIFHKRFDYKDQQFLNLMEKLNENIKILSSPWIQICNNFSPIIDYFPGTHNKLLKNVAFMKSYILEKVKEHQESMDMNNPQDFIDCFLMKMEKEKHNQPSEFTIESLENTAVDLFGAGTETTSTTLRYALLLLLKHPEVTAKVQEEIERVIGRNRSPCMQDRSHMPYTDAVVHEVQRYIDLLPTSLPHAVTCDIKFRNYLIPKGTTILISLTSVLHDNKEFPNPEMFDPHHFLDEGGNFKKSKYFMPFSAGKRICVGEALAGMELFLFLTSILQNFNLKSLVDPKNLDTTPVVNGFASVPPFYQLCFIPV
hDAT+cocaine = changed human dopamine transporter uptake under cocaine IC80 | 110,000 compounds, 1.3% hits | LLC-PK1 hDAT cells, [14C]-dopamine uptake with cocaine IC80; actives deviate in either direction | B-score at 10 µM | AID 449768 | Q01959;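 active = Z score or B-score, a plate-position-corrected score, falls beyond the plate's 99.7% confidence bounds, in either direction; inactive = both scores lie inside the 99.7% bounds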;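 note: scored against the spread of the other compound wells on the same plate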
Target sequence (Q01959 whole entry, looked up): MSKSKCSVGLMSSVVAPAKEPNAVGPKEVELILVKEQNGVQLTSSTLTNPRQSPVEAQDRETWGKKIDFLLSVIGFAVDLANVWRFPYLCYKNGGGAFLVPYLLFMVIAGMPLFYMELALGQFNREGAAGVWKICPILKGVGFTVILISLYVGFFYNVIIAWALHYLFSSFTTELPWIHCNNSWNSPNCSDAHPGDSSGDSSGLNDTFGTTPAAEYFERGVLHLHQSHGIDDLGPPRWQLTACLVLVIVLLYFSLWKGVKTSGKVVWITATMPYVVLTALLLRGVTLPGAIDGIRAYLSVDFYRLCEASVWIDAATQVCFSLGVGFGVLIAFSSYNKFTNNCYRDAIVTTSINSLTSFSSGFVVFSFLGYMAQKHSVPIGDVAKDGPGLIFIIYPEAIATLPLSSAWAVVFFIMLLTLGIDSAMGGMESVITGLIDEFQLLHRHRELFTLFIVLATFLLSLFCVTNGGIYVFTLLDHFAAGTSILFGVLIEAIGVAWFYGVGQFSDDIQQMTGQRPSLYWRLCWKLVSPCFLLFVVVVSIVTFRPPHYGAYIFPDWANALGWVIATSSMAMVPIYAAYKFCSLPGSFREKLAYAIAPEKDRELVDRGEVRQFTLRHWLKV
PostGolgi ctrl = yeast control strain growth, post-Golgi counter-screen. efflux-deficient yeast background strain, growth absorbance A615, 16 h. 98,000 compounds, 5% hits. inhibition, % at 10 µM
CYP2C9 act = CYP2C9 (human) activation; 96,000 compounds, 1.4% hits; P11712; activation factor at 5 µM; recombinant CYP2C9, luciferin-H conversion, luminescence; stronger effect = higher value; factor 1 = untreated enzyme, 0 = blocked;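 active = activation factor of 2 or more for CYP2C9 at a 5 µM dose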;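 note: 0 = sulfaphenazole-blocked wells and 1 = vehicle-only wells; values of inactives mirror those of a sister screen read the other way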
The depositor's hits bear a star; · = not tested or not shown. Cut-off read from the data, not from the text of the source, unless noted: active = inhibition above about 30%; inactive = the rest. This is a random part of the collection; 24% or so of the library scored in one or more.

SMILES	PTPN22 inh 2	PTPN22 act	PTK2B oligo ant	Ecoli WT expand	PostGolgi yeast	CYP2C9 inh	hDAT+cocaine	PostGolgi ctrl	CYP2C9 act
C=CCc1c(OC)ccc2ccc(=O)oc12	-11	12	1.1	7	-1	-124	-0.63	1	2.2*
CC(=O)Nc1ccc(NC(=O)c2cccc(C(=O)OC(C)C)n2)cc1	-5	2	-0.66	5	-1	20	0.0054	21	0.8
O=C(CCNC(=O)Cn1ccc2ccccc2c1=O)NCCCN1CCN(c2ccccc2F)CC1	-7	3	0.37	-2	1	19	0.27	-5	0.8
O=C(NCC1CCCO1)C1c2ccccc2C(=O)N1Cc1ccc2c(c1)OCO2 (centres undefined)	-7	4	1.1	6	18	5	1.3	7	0.9
C=CCn1c(SCCOc2ccc(OC)cc2)nnc1C(CO)NC(=O)c1ccc(OC)cc1 (centres undefined)	3	-1	2	-10	-8	88*	-0.81	2	0.1
O=C(OCc1c(Cl)cccc1Cl)c1cccnc1	-9	6	1.2	0	25	22	0.96	2	0.8
CC(=O)Nc1ccc(S(=O)(=O)N2CCSCC2)cc1	10	-10	-0.33	-8	0	14	0.15	-2	0.9
O=C(NCCN1CCN(c2ccccc2)CC1)C1CCN(S(=O)(=O)N2CCOCC2)CC1	5	-6	1.2	-5	-3	10	-1	4	0.9
Cc1cccc(NC(=O)c2cc(NC(=O)C3CCCCC3C(=O)O)ccc2N2CCCCC2)c1 (centres undefined)	·	·	-1.7	-1	-1	·	4*	23	·
COc1cc(O)oc1C=Nc1ccc(Cl)cc1	4	1	0.28	6	-3	18	-0.29	1	0.8
Cc1ccc(OCCNC(=O)c2cc(-n3cnnc3)ccc2Cl)cc1C	-4	7	0.16	13	-4	6	0.77	0	0.9
Cc1cccc(C)c1NC(=O)C1(N(Cc2ccco2)C(=O)CC2NC(=O)NC2=O)CCCC1 (centres undefined)	-4	8	1.1	-11	16	5	0.22	-5	0.9
C=CCn1c(SCC(=O)Nc2ncc(Cc3ccc(Br)cc3)s2)nnc1-c1ccncc1	6	-2	-1.5	-7	-5	-1	-0.5	10	1
CCOC(=O)c1c(C2CC2)csc1NC(C)=O	-11	11	0.41	5	3	34	-0.43	4	0.7
CC(C)Sc1nc2sc3c(c2c2nnc(SCC(=O)NCc4ccco4)n12)CCCC3	5	-7	-1.8	-13	-5	94*	0.62	24	0.1

Some values from above:
`CC(=O)Nc1ccc(NC(=O)c2cccc(C(=O)OC(C)C)n2)cc1` in Ecoli WT expand has 5
`COc1cc(O)oc1C=Nc1ccc(Cl)cc1` in PTPN22 act has 1
`C=CCc1c(OC)ccc2ccc(=O)oc12` in CYP2C9 act has 2.2*
`Cc1cccc(NC(=O)c2cc(NC(=O)C3CCCCC3C(=O)O)ccc2N2CCCCC2)c1` (centres undefined) in hDAT+cocaine has 4*

More compounds.
SMILES	PTPN22 inh 2	PTPN22 act	PTK2B oligo ant	Ecoli WT expand	PostGolgi yeast	CYP2C9 inh	hDAT+cocaine	PostGolgi ctrl	CYP2C9 act
CCCn1c(N2CCN(CC(=O)c3c(C)n(C)c4ccc(OC)cc34)CC2)nc2c1c(=O)[nH]c(=O)n2C	14	-11	0.23	2	0	0	0.64	1	1
Cc1c(NS(C)(=O)=O)c(=O)n(-c2ccccc2)n1C	·	·	-0.53	2	-14	-1	-0.34	-19	1
CCN(CC(O)Cn1c2ccccc2c2ccccc21)S(=O)(=O)c1ccc(F)cc1 (centres undefined)	-8	9	0.07	-8	4	97*	0.17	50*	0
COC(=O)c1ccc(NC(=O)CN(C2CCCCC2)S(C)(=O)=O)cc1	-12	8	-0.05	6	-23	18	-0.33	5	0.8
COc1cc(C(=O)Nc2ccc(S(=O)(=O)NC(C)C)cc2)cc(OC)c1OC	-5	7	0.15	-3	3	18	0.12	-1	0.8
COc1ccccc1CNC(=O)c1c(N)n(CCCN2CCOCC2)c2nc3ccccc3nc12	-9	14	0.39	9	12	34	·	20	0.7
Cc1nc(SCCO)c2oc3ccccc3c2n1	4	-5	-0.41	-2	4	48	0.14	-3	0.5
COc1ccc2c(c1)CC/C(=C\Nc1ccc3c(c1)OCO3)C2=O	4	-7	-0.4	-3	13	-24	-0.23	-4	1.2
CC(C)N(Cc1nc2ccccc2[nH]1)C(C)C	·	·	·	2	4	6	-0.01	3	0.9
CCOC(=O)COn1c(SCC(=O)OCC)nc2ccccc2c1=O	9	-5	-0.33	6	16	19	-0.093	5	0.8
CCOC(=O)CN(C(=O)CNC(=O)c1cccs1)C(C(=O)NC1CCCCC1)c1cccs1 (centres undefined)	-1	1	-0.8	·	·	·	1	·	·
O=C(CCNS(=O)(=O)c1cccs1)N1CCc2ccccc2C1	9	-11	0.53	-3	4	3	0.4	2	1
O=C(N/N=C/C1CCCCC1)c1ccccn1	2	-2	-0.74	0	6	11	-0.7	8	0.9
COc1ccccc1NC(=O)CC(NCc1ccccc1)C(=O)O (centres undefined)	-8	1	0.61	3	-4	·	·	5	·
Cc1ccc2[nH]c(=O)c(C(c3nnnn3CC3CCCO3)N3CCc4ccccc4C3)cc2c1 (centres undefined)	15	-17	0.31	-1	19	5	0.62	3	0.9
Cc1cnc(C)c(N2CCC(C(=O)NCc3cccs3)CC2)n1	4	-6	-0.22	1	15	-20	0.058	20	1.2
O=C1C(NS(=O)(=O)c2cccs2)=C(N2CCN(c3cccc(C(F)(F)F)c3)CC2)C(=O)c2ccccc21	0	1	-0.7	-24	-6	52*	-0.58	13	0.5
Cc1cccc(NC(=O)c2c(C)cc(=O)oc2C)n1	-7	3	0.67	8	23	12	-0.52	0	0.9
CC(C)C(NC(=O)C1CCCCC1)C(=O)Nc1ccc2c(c1)OCCO2 (centres undefined)	-12	9	0.98	2	-4	23	-0.7	0	0.8
Cc1cc(C)c(S(=O)(=O)N(CC(=O)O)CC(=O)O)c(C)c1	4	-2	0.61	-3	-3	-1	-0.94	-5	1
O=C(O)CCc1ccc(-c2ccccc2)n1NC(=O)c1ccco1	7	-7	0.15	-6	3	15	-0.96	1	0.9
CCCC(=O)Nc1ccc(OCC(=O)OC)cc1	-7	7	0.9	-2	1	2	-1.1	27	1
CCOC(=O)C1=C(N)Oc2cc(C)[nH]c(=O)c2C1c1ccncc1 (centres undefined)	-6	4	-0.26	0	-6	74*	-0.67	3	0.3
CCOC(=O)c1sc(NC(=O)c2cc(-c3ccccc3C)nc3ccccc23)c(C#N)c1C	6	-3	-3.7*	2	10	55*	-0.84	12	0.5
Cc1ccc(NC(=S)NC(NC(=O)C(C)(C)C)C(Cl)(Cl)Cl)c(C)c1 (centres undefined)	2	2	0.11	0	2	90*	-1.1	-3	0.1
COc1ccc(OC)c(NC(=O)C2C3CC4OC(=O)C2C4C3)c1 (centres undefined)	9	-6	-0.71	6	1	·	0.54	3	·
CCCCC(O)(C(NC=O)C(=O)OC)C(F)(F)F (centres undefined)	-2	0	0.63	9	-2	-17	-8.6*	0	1.2
COc1ccc(C(=O)c2cnc(/N=C/N(C)C)s2)cc1	·	·	0.12	6	10	17	0.59	10	0.8
COc1ccc(N=C2C(=Nc3ccc(OC)cc3)N(c3ccccc3)C(=S)N2C(=O)c2ccc(Cl)cc2)cc1	5	-4	-0.4	·	·	·	-0.23	·	·
COc1ccc(/C=N/NC(=O)c2cc(-c3ccc(C)cc3C)nc3ccccc23)cc1COC(C)=O	3	-1	-1.9	-9	7	74*	·	10	0.3
Cc1ccccc1C(=O)N1CCN(c2ccc(NC(=O)CSc3ccc(Cl)cc3)cc2)CC1	-4	7	-0.66	-19	79*	45	0.73	53*	0.6
Oc1ccc(C(c2nnnn2C2CCCC2)N2CCc3ccccc3C2)cc1 (centres undefined)	0	-2	-0.2	-4	4	81*	-0.0038	0	0.2
COc1ccc2c(CC(=O)OCC(=O)c3ccccc3OC)coc2c1	-14	14	0.22	-7	-4	-95	-0.071	15	1.9
COc1cccc(-c2cc(C(=O)Nc3c(C)nn(Cc4ccccc4)c3C)no2)c1	12	-8	0.55	2	-3	54*	-0.42	15	0.5
COc1cccc(Cn2cnc3c(NS(=O)(=O)c4ccc(Cl)cc4)c(C)c(C)cc32)c1	18	-17	0.96	-5	8	37	-0.16	5	0.6
Cc1ccc(S(=O)(=O)c2c(COC(=O)c3ccc(Cl)cc3)c(-c3ccccc3)nn2C)cc1	7	-8	-0.65	-10	-3	52*	-1.2	2	0.5
COc1ccccc1C(c1nnnn1C(C)(C)C)N1CCN(Cc2ccccc2)CC1 (centres undefined)	3	-4	-0.25	·	·	·	0.88	·	·
O=C(OCn1ncc(Br)c(Br)c1=O)c1c(F)cccc1F	3	-6	·	-1	57*	38	0.51	26	0.6
FC(F)(F)c1cc(-c2ccco2)nc(NCc2ccc(Cl)cc2)n1	-2	3	0.02	2	-2	98*	0.092	26	0
CCn1c(SC)nnc1-c1sc2cc(Cl)ccc2c1Cl	-15	16	0.67	-7	-3	-35	2.3	70*	1.4
O=C(Nc1cc(Cl)ccc1O)c1cc2n(n1)C(C(F)(F)F)CC(c1ccc3c(c1)OCO3)N2 (centres undefined)	5	-2	-0.65	-11	5	20	-0.0011	29	0.8
O=C1OC(c2ccccc2)/C(=C(/O)c2ccc(Cl)cc2)C1=O (centres undefined)	8	-6	0.49	-6	7	50	0.011	3	0.5
CC1CCCN(CCC(=O)Nc2ccc3c(c2)CCC3)C1 (centres undefined)	-8	6	1	·	·	·	0.12	·	·
O=[N+]([O-])c1nn(-c2ccc3c(c2)OCCO3)n(O)c1=NCCCO	7	-9	-1.1	35	0	13	-0.43	15	0.9
CCn1c(SCC(=O)NCC(=O)Nc2ccc(F)cc2)nnc1-c1ccncc1	-6	10	0.43	-2	-2	35	-1.2	35*	0.7
CCOC(=O)c1cn(CC(=O)Nc2ccccc2C(=O)OCC)nn1	-14	12	0.53	0	5	17	-0.0023	5	0.8
CCOC(=O)C(CSCc1ccccc1)NC(=O)OC(C)(C)C (centres undefined)	2	2	0.07	9	-3	22	0.0066	2	0.8
CCOC(=O)c1ccc(NCC(O)COc2ccccc2)cc1 (centres undefined)	·	·	-0.93	16	2	·	2.1	21	·
Brc1cccc(-c2n[nH]c(-c3ccccc3)n2)c1	-5	9	-0.68	-6	11	14	·	43*	0.9
O=C(CN1C(=O)NC2(CCCCCCC2)C1=O)N1CCN(C(=O)c2ccco2)CC1	4	-1	0.34	0	-5	-5	-0.00014	0	1.1
CC1(C)NC(=O)N(CCOCCOc2c(Cl)cc(Cl)cc2Cl)C1=O	-1	5	-0.11	-5	-5	40	-0.84	4	0.6
Cc1cc(=O)oc2cc(OC(C)C(=O)Nc3nccs3)ccc12 (centres undefined)	2	-3	0.2	3	28	80*	0.32	1	0.2
CCn1c(SCC(=O)c2ccccc2)nnc1-c1cnccn1	-6	3	0.46	5	-2	-18	-0.29	-1	1.2
COc1ccc(C(CC(=O)Nc2nccs2)n2cccc2)cc1 (centres undefined)	1	-1	0.86	2	0	26	-2.6	15	0.7
Cc1sc(NC(=O)CN(Cc2ccc(F)cc2)C(=O)C(C)C)c(C(N)=O)c1C	10	-7	-0.46	-5	-7	26	0.016	5	0.7
COc1ccc(-n2c(N)c(C(=O)NCC3CCCO3)c3nc4ccccc4nc32)c(OC)c1 (centres undefined)	-4	3	-1.4	-7	-8	55*	0.015	1	0.4
CC(=O)c1c(C(C)=O)c(C)n(-c2ccc(N)cc2)c1C	1	0	-0.06	-4	0	20	·	-2	0.8
Clc1ccccc1-c1nnc2sc(-c3cccs3)nn12	·	·	-0.8	0	-1	61*	1.2	15	0.4

Profiles, quoted from the list:
Cc1cc(C)c(S(=O)(=O)N(CC(=O)O)CC(=O)O)c(C)c1 as listed: PTPN22 inh 2 = 4; PTPN22 act = -2; PTK2B oligo ant = 0.61; Ecoli WT expand = -3; PostGolgi yeast = -3; CYP2C9 inh = -1; hDAT+cocaine = -0.94; PostGolgi ctrl = -5; CYP2C9 act = 1
Oc1ccc(C(c2nnnn2C2CCCC2)N2CCc3ccccc3C2)cc1 (centres undefined) as listed: PTPN22 inh 2 = 0; PTPN22 act = -2; PTK2B oligo ant = -0.2; Ecoli WT expand = -4; PostGolgi yeast = 4; CYP2C9 inh = 81*; hDAT+cocaine = -0.0038; PostGolgi ctrl = 0; CYP2C9 act = 0.2
